dFosB activator: activators of delta FosB homodimer, primary screen, biochemical, fluorescence polarization, TAMRA-CDK5 oligo, single point; purified delta FosB; percent of positive-control signal above neutral wells; activation, % at 25 µM; AID 493131, 2011; 340,000 tested, 0.99% active;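 active = mean activation above about 17%, with every replicate also reaching it, limit read from the data, passing the limit was not always enough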;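 note: fluorescence polarization rise as delta FosB binds a TAMRA Cdk5 AP-1 oligo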
Target sequence (P13346 whole entry, looked up): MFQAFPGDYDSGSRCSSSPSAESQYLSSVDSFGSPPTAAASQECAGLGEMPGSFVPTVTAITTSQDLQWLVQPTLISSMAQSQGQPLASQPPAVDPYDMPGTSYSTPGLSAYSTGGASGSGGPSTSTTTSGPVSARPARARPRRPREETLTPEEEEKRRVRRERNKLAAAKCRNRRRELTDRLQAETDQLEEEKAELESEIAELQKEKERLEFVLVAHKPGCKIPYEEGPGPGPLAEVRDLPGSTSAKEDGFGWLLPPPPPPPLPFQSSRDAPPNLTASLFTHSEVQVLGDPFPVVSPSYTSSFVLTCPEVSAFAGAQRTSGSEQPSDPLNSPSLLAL
Arr AP2 block: inhibitors of beta-arrestin/AP2 binding, primary screen, biochemical, GPCR trafficking, flow cytometry; beta-arrestin 1 C-terminal peptide binding to AP2 beta2-adaptin appendage (human); FITC-arrestin peptide / GST-AP2 beads; AP2 beta2 appendage carries R879A mutation; AID 504490, 2011; inhibition, % at 10 µM; 340,000 tested, 0.31% active;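 active = inhibition above a set limit, near 3 SD of compounds lacking own fluorescence, cut at about 54% in these data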;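 note: plate controls were DMSO wells for no effect and 5 µM unlabelled arrestin peptide for full effect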
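test system = AP2 appendage R879A on GSH beads | buffer or medium = PBS plus Tween 20 (0.05%) and BSA (0.1%) | incubation = 12 min plus 1 h, RT | detection = bead flow cytometry, FITC channel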
SR-BI uptake up: activators of SR-BI mediated DiI-HDL uptake, primary screen, ldlA[mSR-BI] CHO cells, DiI fluorescence | 320,000 tested, 0.096% active | activation, % at 12.5 µM | 3 h; 100 = double the neutral-control signal;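 active = mean replicate activation of at least 60% and every replicate at or above 60%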;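 note: 0% = median plate neutral-control signal and 100% = twice that signal; values of inactives mirror those of a sister screen read the other way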
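Assay system: CHO ldlA[mSR-BI] cells, LDL receptor-null, SR-BI overexpressing; medium: Ham's F12 with 0.5% BSA, HEPES 25 mM, pH 7.4; also added: DiI-HDL 10 µg/mL; timing: 3 h uptake period with compound, 37 °C; signal: DiI fluorescence, bottom read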
SR-BI HDL uptake: inhibitors of SR-BI mediated HDL lipid uptake, primary screen, ldlA[mSR-BI] cells, fluorescence, single point | Scavenger receptor class B member 1 (Mus musculus), Q61009 | ldlA[mSR-BI] CHO cells, DiI-HDL uptake fluorescence, 3 h | inhibition, % at 12.5 µM | 320,000 tested, 0.96% active;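 active = mean replicate inhibition of at least 70% and a set share of replicates each scoring 70 or more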;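 note: 0% = median of neutral control wells and 100% = median of positive control wells; values of inactives mirror those of a sister screen read the other way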
NSD2 HMT inh: NSD2 histone methyltransferase inhibitors, primary screen, biochemical, AlphaScreen, single concentration, set 2. Histone-lysine N-methyltransferase NSD2 (Homo sapiens), O96028. NSD2 peptide methylation, 120 min. inhibition, % at 12.5 µM. 310,000 tested, 0.54% active; in the data active = inhibition above about 50%
MITF TRPM1 HTS: activators of MITF-driven TRPM1 promoter reporter, primary screen, cell-based, SK-MEL-5, luciferase, single point | SK-MEL-5 TRPM1-promoter luciferase, 24 h; % of positive control, neutral wells = 0 | activation, % at 12.5 µM | 300,000 tested, 0.75% active | AID 588334, 2011;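 active = mean activation of at least 80% with every replicate also reaching 80%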;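 note: 0% = neutral control wells and 100% = parthenolide positive control wells; values of inactives mirror those of a sister screen read the other way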
CDK5 inh: inhibitors of human CDK5/p35 kinase, primary screen, biochemical, single concentration. Cyclin-dependent kinase 5 (Homo sapiens) + Cyclin-dependent kinase 5 activator 1 (Homo …. Recombinant CDK5/p35, ADP-Glo luminescence, 60 min. inhibition, % at 10 µM. 330,000 tested, 0.01% active. AID 488839, 2010;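 active = highest replicate inhibition of at least 50% and at least 75% of replicates reaching 50%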;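 note: plate controls were DMSO neutral control for no effect and GW8510 at 10 µM for full effect; many of its hits are not listed in these tables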
Target sequence (Q00535 whole entry, looked up): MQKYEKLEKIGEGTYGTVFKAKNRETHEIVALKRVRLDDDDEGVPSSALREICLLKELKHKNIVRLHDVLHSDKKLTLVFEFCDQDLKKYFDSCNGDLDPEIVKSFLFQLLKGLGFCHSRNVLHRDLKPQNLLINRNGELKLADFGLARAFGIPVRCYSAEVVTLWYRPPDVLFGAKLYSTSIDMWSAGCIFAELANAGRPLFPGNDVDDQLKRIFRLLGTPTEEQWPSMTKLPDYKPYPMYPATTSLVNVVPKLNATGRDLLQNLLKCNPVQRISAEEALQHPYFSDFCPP
Target sequence (Q15078 whole entry, looked up): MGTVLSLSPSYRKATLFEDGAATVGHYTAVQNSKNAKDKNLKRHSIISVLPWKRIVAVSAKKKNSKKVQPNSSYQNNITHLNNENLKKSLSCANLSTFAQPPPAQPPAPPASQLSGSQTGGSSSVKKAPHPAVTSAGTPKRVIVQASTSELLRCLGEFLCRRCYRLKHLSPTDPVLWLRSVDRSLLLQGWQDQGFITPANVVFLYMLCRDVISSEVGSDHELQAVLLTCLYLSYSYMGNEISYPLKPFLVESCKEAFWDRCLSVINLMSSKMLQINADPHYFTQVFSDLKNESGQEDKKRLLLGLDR
DSG3 Ab inh: inhibitors of pemphigus antibody binding to DSG3, primary screen, biochemical, bead-based, flow cytometry, scFv-GFP; Desmoglein-3 (Homo sapiens), P32926; DSG3-coupled beads, scFv-anti-DSG3-GFP binding; hits give low values; binding (percent of control), % at 10 µM; 310,000 tested, 0.48% active; AID 588358, 2011;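 active = binding more than 3 SD below its plate's average and above zero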;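 note: hits lower antibody fragment binding to DSG3; some compounds called inactive have numbers as strong as hits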
Mot1-301 SUMO: yeast Mot1-301 growth rescue at high temperature, primary screen, SUMOylation pathway inhibitor project, S. cerevisiae, ATP luminescence, 38.5C; S. cerevisiae Mot1-301 growth rescue; percent above DMSO median, 100 means doubled; growth rescue, % at 18.8 µM; 320,000 tested, 1% active; AID 2716, 2010;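 active = every valid replicate shows activation above 250% relative to neutral control wells; inactive = the rest, any valid replicate at or below 250%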;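 note: OY570 slx delta 5 strain wells were the positive control but not used for scaling; some compounds called inactive have numbers as strong as hits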
PKA-R1A activ: activators of PKA-R1A holoenzyme, primary screen, biochemical, fluorescence polarization, Cy5-IP20, bovine R1A, mouse PKAc | cAMP-dependent protein kinase type I-alpha regulatory subunit (Bos taurus) + … | PKA-R1A dissociation; scaled: DMSO 0%, 113 µM cGMP 100% | activation, % at 11.4 µM | 340,000 tested, 0.083% active | AID 504707, 2011;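 active = percent activation above the mean of all tested compounds plus 3 SD, cut at about 19% in these data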;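 note: higher means more PKAc released from R1A so a rise in polarization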
PKA-R2B act: activators of PKA-R2B holoenzyme, primary screen, biochemical, fluorescence polarization, Cy5-IP20, human. PKA-R2B holoenzyme dissociation; R2B truncated from residue 108, S112A mutant; 0% DMSO only, 100% 113 µM cGMP. activation, % at 11.4 µM. 340,000 tested, 0.079% active. AID 504700, 2011;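 active = activation above a cutoff set at the mean over all compounds plus 3 SD, cut at about 18% in these data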;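 note: higher means more holoenzyme dissociation and a rise in polarization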
* hit, by the source's call; nt = not tested or not shown; & = joins results of further samples.

Preview:
SMILES	dFosB activator	Arr AP2 block	SR-BI uptake up	SR-BI HDL uptake	NSD2 HMT inh	MITF TRPM1 HTS	CDK5 inh	DSG3 Ab inh	Mot1-301 SUMO	PKA-R1A activ	PKA-R2B act
O=C(C[C@@H]1C/C=C\CC[C@@H](Cc2ccc(F)cc2)C(=O)OC[C@@H]2CCCN2C1=O)NCCO	-3	6	10	-10	nt	5	0.0	102	-14	7	-5
CCOc1cc(C)c(Cl)cc1S(=O)(=O)NC1CC(C)(C)NC(C)(C)C1	5	-10	29	-29	-1	-3	1.0	122	-21	-12	-5
CCN1C(=O)C(CC(=O)Nc2ccc(OC)cc2)N(CCc2ccccc2F)C1=S (configuration not stated)	-12	-2	-2	2	-4	nt	0.4	nt	-3	-2	5
O=C1CC(c2ccccc2F)c2cc3c(cc2N1)CCC3 (configuration not stated)	2	18	-7	7	-20	-32	0.4	122	39	-4	-5
COCC(=O)Nc1ccc2c(c1)OCC(=O)N2Cc1ccc(C)cc1	0	31	-15	15	-2	-6	0.5	108	-2	-1	0
COc1cccc(OCc2cc(C(=O)N3CCN(c4ccccc4O)CC3)no2)c1	-13	24	4	-4	-4	97*	-0.6	nt	-19	-2	-6
CCN(CC)c1ccc(NC(=O)CC2Oc3ccccc3NC2=O)c(C)c1 (configuration not stated)	-7	3	-22	22	nt	-10	0.7	107	-12	5	-6
CCCCC(=O)O[C@]1(C(=O)CO)CC[C@H]2[C@@H]3CCC4=CC(=O)CC[C@]4(C)[C@H]3[C@@H](O)C[C@@]21C	-9	6	8	-6	nt	7	-1.4	101	14&-14	4	5

The list itself, from the first entry:
SMILES	dFosB activator	Arr AP2 block	SR-BI uptake up	SR-BI HDL uptake	NSD2 HMT inh	MITF TRPM1 HTS	CDK5 inh	DSG3 Ab inh	Mot1-301 SUMO	PKA-R1A activ	PKA-R2B act
O=C(C[C@@H]1C/C=C\CC[C@@H](Cc2ccc(F)cc2)C(=O)OC[C@@H]2CCCN2C1=O)NCCO	-3	6	10	-10	nt	5	0.0	102	-14	7	-5
CCOc1cc(C)c(Cl)cc1S(=O)(=O)NC1CC(C)(C)NC(C)(C)C1	5	-10	29	-29	-1	-3	1.0	122	-21	-12	-5
CCN1C(=O)C(CC(=O)Nc2ccc(OC)cc2)N(CCc2ccccc2F)C1=S (configuration not stated)	-12	-2	-2	2	-4	nt	0.4	nt	-3	-2	5
O=C1CC(c2ccccc2F)c2cc3c(cc2N1)CCC3 (configuration not stated)	2	18	-7	7	-20	-32	0.4	122	39	-4	-5
COCC(=O)Nc1ccc2c(c1)OCC(=O)N2Cc1ccc(C)cc1	0	31	-15	15	-2	-6	0.5	108	-2	-1	0
COc1cccc(OCc2cc(C(=O)N3CCN(c4ccccc4O)CC3)no2)c1	-13	24	4	-4	-4	97*	-0.6	nt	-19	-2	-6
CCN(CC)c1ccc(NC(=O)CC2Oc3ccccc3NC2=O)c(C)c1 (configuration not stated)	-7	3	-22	22	nt	-10	0.7	107	-12	5	-6
CCCCC(=O)O[C@]1(C(=O)CO)CC[C@H]2[C@@H]3CCC4=CC(=O)CC[C@]4(C)[C@H]3[C@@H](O)C[C@@]21C	-9	6	8	-6	nt	7	-1.4	101	14&-14	4	5
O=C(NC1CCCCC1)N1CCCC1	2	0	11	-11	-1	7	-0.5	101	12	15	15
COc1cc(/C=C(/C#N)c2nc3ccccc3[nH]2)ccc1OC(=O)c1ccco1	14	41	-33	33	1	39	1.2	126	11	1	4
CC1CCC(NC(=O)c2ccc(S(C)(=O)=O)cc2)CC1 (configuration not stated)	-3	-11	11	-11	-3	13	-0.8	100	-13	-5	-1
Nc1c(-c2ccc3c(c2)OCCO3)oc2ccccc2c1=O	-8	-3	-19	19	-12	50	2.0	98	3	6	-7
Cc1c(OC(C)C(=O)NCC(O)c2ccccc2)ccc2c3c(c(=O)oc12)CCCC3 (configuration not stated)	-15	-4	-39	39	-2	4	nt	102	9	4	-9
Cc1cc2ncn(CCC(=O)NC(C)(C)C)c2cc1C	-5	-9	1	-1	-3	6	-1.1	86	-3	-2	2
O=C1C(=Cc2cccn2-c2ccc(O)cc2)C(=O)c2ccccc21	2	0	2	-2	2	1	0.2	106	3	-6	-4

Some entries already given, limited to dFosB activator and CDK5 inh.
Structure	dFosB activator	CDK5 inh
Nc1c(-c2ccc3c(c2)OCCO3)oc2ccccc2c1=O	-8	2.0
Cc1cc2ncn(CCC(=O)NC(C)(C)C)c2cc1C	-5	-1.1

Next part.
SMILES	dFosB activator	Arr AP2 block	SR-BI uptake up	SR-BI HDL uptake	NSD2 HMT inh	MITF TRPM1 HTS	CDK5 inh	DSG3 Ab inh	Mot1-301 SUMO	PKA-R1A activ	PKA-R2B act
COCCN1CCN(C(=O)c2ccc3oc(CCc4ccccc4)nc3c2)CC1	-2	-4	-1	1	0	19	0.7	106	-17	0	-3
CCC1Sc2ccc(S(=O)(=O)CCC(=O)Nc3ccccc3Br)cc2NC1=O (configuration not stated)	-1	1	20	-20	-1	-1	-0.8	94	1	0	6
O=C(CCCn1cncn1)N1CCCC(N2CCN(c3ccc(F)cc3)CC2)C1 (configuration not stated)	-5	-13	1	-1	3	-6	-0.8	104	-7	-6	-4
CCCCCC(=O)Nc1ccc(S(=O)(=O)Nc2nccnc2OC)cc1	0	0	20	-20	0	25	-0.3	98	-13	-7	7
CCOCCCNC(=O)CN1C(=O)NC(Cc2c[nH]c3ccccc23)C1=O (configuration not stated)	-6	-2	-14	14	6	1	-1.0	91	16	-8	0
CCCN1CC(=O)N2C(c3ccccc3)c3[nH]c4ccccc4c3C[C@H]2C1=O (some centres not stated)	2	5	-57	57	2	-27	2.3	102	10	-1	-1
CCOc1ccc2c(c1)[N+](C)(C)C(C)(C)C=C2C	6	47	8	-8	1	-1	-1.0	102	295	nt	nt
CN1CCC(=NNC(=O)C(=O)Nc2cccc(Br)c2)CC1	-2	-3	2	-2	-1	5	-3.3	98	0	-9	-1
COc1ccc(OC)c(NC(=O)C(CCSC)NS(=O)(=O)c2cccs2)c1 (configuration not stated)	-5	33	nt	nt	3	-3	-0.3	99	-22	4	-3
Cc1cc(Nc2ccc(F)cc2C)n2ncnc2n1	-2	-2	-3	3	nt	-2	2.5	108	-8	-5	2
COc1ccc(NC(=O)CSc2nnc(C3CC3)n2C)cc1S(=O)(=O)N1CCCCC1	-2	-7	2	-2	0	-4	2.0	100	0	0	10
CN(C)Cc1c(C(=O)Nc2ccccc2)[nH]c2ccccc12	-1	-3	3	-3	nt	-10	-0.6	97	-11	1	9
O=c1cc(CO)oc(CN2CCCC2)c1O	3	-3	9	-9	0	-4	1.4	106	2	5	-3
CCOCCCNC(=O)c1ccc2c(c1)N(CC)C(=O)c1ccccc1S2=O (configuration not stated)	1	7	3	-3	0	-2	-0.6	nt	0	5	2
CCCCNC(=O)N1CCCC(C(=O)c2cc(C)c(OC)c(C)c2)C1 (configuration not stated)	-4	0	9	-9	-5	nt	0.7	119	279	-5	-2
CN(c1ccccc1C(=O)NCc1ccco1)S(C)(=O)=O	-7	8	9	-9	-2	nt	-0.3	102	231	-2	-6
CCCCNC(=O)CSc1nnc(-c2ccc(S(=O)(=O)N3CCCC3)cc2)n1C	-4	29	6	-6	nt	-8	-1.2	101	0	-3	-8
CCN1CCn2c3c(c4cc(C)ccc42)CCCC31 (configuration not stated)	-5	-4	-19	19	nt	16	1.1	110	23	-7	9
O=C(O)C(Cc1ccc(Cl)cc1)NS(=O)(=O)c1ccc(Cl)cc1 (configuration not stated)	-1	1	-8	8	1	-2	0.0	92	133	-1	6
O=c1c(=Nc2ccccc2O)c(=O)c2ccccc12	-8	-3	21	-21	-1	25	-5.6	99	-6	-3	-6
COc1ccc(CNC(=O)C(C)N(Cc2ccccc2OC)C(=O)c2snc(C(N)=O)c2N)cc1 (configuration not stated)	9	-4	nt	nt	2	nt	-0.9	117	-11	3	4
c1csc(-c2nn3c(Cn4nnc5ccccc54)nnc3s2)c1	-10	-9	6	-6	0	2	0.4	93	-17	-1	2
COc1ccc(-c2nnc(SCC(=O)c3cc(C)n(Cc4cccs4)c3C)o2)cc1	43*	11	7	-7	0	-9	1.4	nt	4	-7	-3
CC1CN(Cc2ccccc2)c2ccccc2NC1=S (configuration not stated)	-8	10	-66	66	4	-8	-1.5	101	-1	2	-11
Cc1ccc2nc(-c3ccccc3)cc(C(=O)N(C)CC(=O)Nc3ccccc3Br)c2c1	-6	24	-24	24	1	0	0.0	84	-2	-16	-12
CCN(/C=N/S(=O)(=O)c1ccc(Cl)cc1)CC	-2	6	24	-24	-5	-8	-1.9	102	-7	1	-4
COc1ccc(S(=O)(=O)N(C)C[C@H]2Oc3ccc(NC(=O)Nc4ccc5c(c4)OCO5)cc3CC(=O)N([C@@H](C)CO)C[C@@H]2C)cc1	-7	-5	-13	13	nt	-7	0.9	102	7	2	-9
COc1ccc2oc(C(=O)OCC(=O)N3CCC(C)CC3)c(C)c2c1	-6	9	-18	18	-1	-2	0.3	104	7	0	5
Cc1ccc(S(=O)(=O)N2C(=O)C(c3ccccc3)SC2=Nc2ccccc2)cc1 (configuration not stated)	43*	1	16	-16	-1	nt	0.6	113	-17	-5	-4

Hits appear at their usual frequency, and some 4.7% of all compounds hit somewhere here.
